GLP-1R inv ag: inverse agonists of human GLP-1 receptor; Potency, µM (titrated, usually from 38.3 µM), for inactives: top-dose activity change, negative = inhibition, usual class: inhibitors; 1.6% of 410,000 active; HEK293 GLP-1R CRE-luciferase, luminescence, 24 h; GLP-1R form is constitutively active; AID 624417; note: potency is the fitted concentration of half-maximal effect; % is set by controls: 0 for no effect and ±100 for the full control effect; nearly all actives have a fitted effect of over 55% in size
Target sequence (P43220 whole entry, looked up): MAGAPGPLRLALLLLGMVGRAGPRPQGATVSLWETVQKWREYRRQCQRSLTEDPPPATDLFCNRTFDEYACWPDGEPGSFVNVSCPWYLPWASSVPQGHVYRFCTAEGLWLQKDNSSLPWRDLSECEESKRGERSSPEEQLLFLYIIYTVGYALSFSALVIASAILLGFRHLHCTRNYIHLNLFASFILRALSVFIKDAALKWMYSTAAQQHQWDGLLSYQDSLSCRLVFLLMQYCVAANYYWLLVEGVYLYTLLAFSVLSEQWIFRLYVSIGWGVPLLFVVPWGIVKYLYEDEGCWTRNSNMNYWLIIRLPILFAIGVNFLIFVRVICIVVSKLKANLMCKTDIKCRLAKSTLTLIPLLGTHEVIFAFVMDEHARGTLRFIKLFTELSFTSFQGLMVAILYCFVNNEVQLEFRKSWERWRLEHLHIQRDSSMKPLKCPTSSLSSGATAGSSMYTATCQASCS
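qHTS in 1536-well format: reporter HEK293 cells expressing constitutive GLP-1R activity in DMEM + 10% Nu serum, 24 hr with compounds at 37 deg C, luminescence read after 12 min with detection reagent.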
PTHR1 ag: activates the human parathyroid hormone receptor PTHR1. Q03431. HEK293 GP2 PTHR1 cells, GloSensor cAMP luminescence, 1 h. Potency, µM (doses to about 115 µM), without a hit: at the highest dose activation, usual class: activators. 0.075% of 410,000 active; note: potency is the fitted concentration of half-maximal effect; nearly all actives have a fitted effect of over 55% in size; some results filed as inactive show a strong effect at the top dose; inactives centre near -15; many of its hits are not listed in these tables
Target sequence (Q03431 whole entry, looked up): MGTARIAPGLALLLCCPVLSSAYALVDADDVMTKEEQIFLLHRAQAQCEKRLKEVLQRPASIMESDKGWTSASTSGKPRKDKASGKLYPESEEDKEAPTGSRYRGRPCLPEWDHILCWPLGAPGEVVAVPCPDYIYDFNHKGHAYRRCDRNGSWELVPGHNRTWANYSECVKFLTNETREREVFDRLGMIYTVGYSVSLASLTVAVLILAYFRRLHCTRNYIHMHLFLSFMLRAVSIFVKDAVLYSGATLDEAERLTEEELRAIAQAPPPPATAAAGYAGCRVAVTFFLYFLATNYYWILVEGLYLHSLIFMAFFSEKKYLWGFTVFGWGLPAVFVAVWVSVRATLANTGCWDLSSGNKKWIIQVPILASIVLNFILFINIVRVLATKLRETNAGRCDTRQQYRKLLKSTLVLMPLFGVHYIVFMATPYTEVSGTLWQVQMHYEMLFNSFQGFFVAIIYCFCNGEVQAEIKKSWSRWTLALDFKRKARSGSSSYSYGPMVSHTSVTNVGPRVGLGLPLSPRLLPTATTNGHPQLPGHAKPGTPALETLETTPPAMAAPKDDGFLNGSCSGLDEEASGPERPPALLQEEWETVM
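HEK-293-derived GP2 cells expressing PTHR1 and a GloSensor cAMP reporter, 3,000/well, plated overnight, given luciferin plus IBMX (each 0.5 mM as added) for 1 h at 37 °C, then compound for 1 h at 37 °C. Luminescence was read after 15 min at room temperature.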
Mm-Cpn inhibitor: M. maripaludis TRiC chaperonin inhibition | purified Mm-Cpn ATPase, ADP Transcreener TR-FRET | Potency, µM (top dose mostly 76.9 µM), for inactives: at the top dose activity, negative = inhibition, hits mostly inhibitors | 0.031% of 330,000 active | AID 504842; note: potency is the fitted concentration of half-maximal effect; % is set by controls: 0 for no effect and ±100 for the full control effect; nearly all actives have a fitted effect of over 80% in size
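25 nM Mm-CPN + cpd, 10 min 37°C; + 10 uM ATP, 30 min 37°C; buffer 30 mM Tris pH 7.4, 100 mM KCl, 5 mM MgCl2, 1 mM DTT; Transcreener ADP HTRF detection 30 min RT.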
FUS suppressor: rescues growth of FUS-expressing yeast. Potency, µM (top dose mostly 76.6 µM), for inactives: top-dose growth rescue (activation), most hits filed as activators. 0.24% of 390,000 active. S. cerevisiae FUS-expressing, growth rescue, OD600, 24 h;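 note: potency is the fitted concentration of half-maximal effect; plate controls were DMSO vehicle for no effect and reference control for full effect; nearly all actives have a fitted effect of over 55% in size; some results filed as inactive show a strong effect at the top dose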
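Read-out: OD at 600 nm after 24hr at 30C, reporting rescue of FUS-induced yeast toxicity. Cells at OD 0.005 in galactose (2%) minimal medium; compounds tested in a dilution series; CP55940 titration from 92uM final as control.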
Abeta rescue: A-beta toxicity reversal in yeast; yeast expressing A-beta42, growth rescue, OD600, 48 h; response scale: 0% DMSO, 100% iron-clioquinol control; Potency, µM (series often up to 46.1 µM), inactives show at the highest dose growth rescue, usual class: activators; 0.063% of 410,000 active; AID 1347071; note: potency is the fitted concentration of half-maximal effect; nearly all actives have a fitted effect of over 55% in size
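Yeast A-beta toxicity model in growth medium with pinned compounds, 48 h at 30 C; growth read as absorbance at 600 nm. Normalized to FeCl3/clioquinol equimolar mix (positive) and DMSO (negative).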
aSyn yeast inh: rescues yeast growth from alpha-synuclein toxicity. Yeast expressing alpha-synuclein, growth rescue, BacTiter-Glo, 24 h. Potency, µM (titrated, usually from 46.1 µM), inactives show top-dose growth rescue (activation), usual class: activators. 0.14% of 370,000 active. AID 652106; note: potency is the fitted concentration of half-maximal effect; % of control where 0% means no effect; nearly all actives have a fitted effect of over 65% in size
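Rescue of yeast growth: cells expressing toxic alpha-synuclein, induced in galactose at OD600 0.02, incubated with compound 24 h at 30 C. ATP luminescence quantified growth; inhibitors of toxicity appear as activators.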
pAkt inh: Akt phosphorylation inhibition; 0.32% of 360,000 active; activity change, % for hits at 50 µM; Neuro2A IGF-stimulated pAkt S473 HTRF, 20 min; stronger effect = lower value; in the data active = activity change below about -80%; inconclusive = mostly about -51% to -80%; note: % is set by controls: 0 for no effect and ±100 for the full control effect
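Neuro2A cells (4,500/well, DMEM with 0.5% FBS) were treated with compound at a single 50 µM final concentration, stimulated with 6 nM IGF for 20 min at 37 °C, and lysed. Phospho-Akt Ser473 was read by HTRF as 665/615 ratio ×10^4.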
TDP-43 yeast inh: rescues yeast growth from TDP-43 toxicity; TDP-43 expressing yeast growth rescue, BacTiter-Glo, 24 h; Potency, µM (doses to about 46.1 µM), without a hit: top-dose growth rescue (activation), actives largely listed as activators; 1.8% of 410,000 active; AID 652104; note: potency is the fitted concentration of half-maximal effect; % of control where 0% means no effect; nearly all actives have a fitted effect of over 50% in size
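In this qHTS, compounds that restore growth of yeast expressing TDP-43 appear as activators. Cells (OD600=0.02, galactose medium, raffinose-pregrown) are incubated with compound 24 hr at 30 deg C and growth is quantified by BacTiter-Glo.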
GLP1R cytotox: cytotoxicity counter-screen for GLP-1 receptor inverse agonists; HEK293 cAMP-luciferase reporter cells, luminescence, 24 h; Potency, µM (doses to about 38.3 µM), without a hit: at the top dose activity change, negative = inhibition, usual class: inhibitors; 0.13% of 410,000 active;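 note: loss of luciferase light is scored as toxicity; potency is the fitted concentration of half-maximal effect; % is set by controls: 0 for no effect and ±100 for the full control effect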
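A 23 nL compound transfer followed 12 hours of cell culture at 37 deg C; exposure then lasted 24 hr. Luciferase assay detection reagent was dispensed and plates read for luminescence after a 12 min room-temperature wait.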
Starred values were filed as active, the others as inactive; i = inactive; ? = inconclusive; . = not tested or not shown; [ ] = dose if it differs, or a comment. Unless noted, calls come from the whole dose curve; as a rule, active = well fitted curve in the direction sought with a large enough effect; inconclusive = small, poorly fitted or top-dose-only effect, or another doubt; inactive = no such curve, though single readings can be large; an effect the other way counts as inactive or inconclusive.

nr	Structure	GLP-1R inv ag	PTHR1 ag	Mm-Cpn inhibitor	FUS suppressor	Abeta rescue	aSyn yeast inh	pAkt inh	TDP-43 yeast inh	GLP1R cytotox
1	CC1(C)CC(NC(=O)CCc2nnc(CCCCc3ccccc3)o2)CCO1 (configuration not stated)	-5.9%	i	-0.6%	-6.4%	0.2%	-10.2%	i	20.5%	-4.4%
2	Cc1ccc(NC(=O)CC2SC(=O)NC2=O)cc1 (configuration not stated)	45.4%[activator]	i	-2.8%	-0.6%	4.1%	1.3%	i	20.9%	12.5%
3	Cc1cccc(NC(=O)c2ccc(Cl)c(S(=O)(=O)N3CCc4ccccc43)c2)n1	11.2µM*	i	0.8%	?	0.0%	-25.8%	i	?	2.9%
4	C=CCN1C=C2C(=O)C(C)(OC(=O)CCC(=O)OC)C(=O)C=C2C=C1C1CC1 (configuration not stated)	4.9%	-9.9%	-0.8%	7.2%	-14.3%	-8.8%	i	7.3%	-0.5%
5	Cc1cc2c(cc1C)N(C(=O)CCl)CC(=O)N2	?	-11.0%	.	-32.0%	-17.9%	-1.8%	i	14.2%	?
6	O=C(Cn1c(=O)ccn(Cc2ccccc2)c1=O)Nc1cccc(S(=O)(=O)N2CCOCC2)c1	10.3%	-7.7%	1.6%	15.2%	1.0%	3.0%	i	15.3%	8.6%
7	CCn1c(=O)cc(N2CCC3(CC2)OCCO3)[nH]c1=O	3.6%	-20.5%	1.6%	-12.0%	-14.5%	-0.5%	i	13.7%	0.0%
8	O=C(CN1CCN(S(=O)(=O)N2CCCCCC2)CC1)Nc1ccc(Br)cc1	?	-21.5%	-0.3%	.	6.8%	16.1%	i	29.4%	7.5%
9	CSC1(SC2=NCCN2)SC2(NCCN2)S1	?	-30.5%[inhibitor]	.	.	-13.8%	1.9%	i	?	?
10	Cc1nc2ccc(C(=O)Nc3ccccc3Cl)cc2s1	2.1%	-41.0%[inhibitor]	0.5%	-14.3%	-8.7%	0.4%	i	11.2µM*	1.0%
11	CN(C)CC(C)(C)CNC(=O)C1CCN(CCCc2ccccc2)CC1	?	-19.3%	2.2%	18.9%	-2.2%	4.1%	i	8.6%	-4.7%
12	COc1ccccc1C(=O)Nc1c(-c2ccccc2)nc2ccccn12	?	i	-0.5%	2.1%	-2.6%	3.5%	i	-18.1%	-13.6%
13	CCOC(=O)C(NC(=O)CC)(Nc1ccc(S(=O)(=O)Nc2cc(C)on2)cc1)C(F)(F)F (configuration not stated)	6.7%	i	0.0%	14.0%	25.7%	2.1%	i	4.7%	-5.9%
14	CSc1nc(N2CCOCC2)c2sccc2n1	28.3%	14.4%	2.9%	-24.5%	-4.3%	1.5%	i	28.5%	12.8%
15	CCc1ccccc1NC(=O)Cn1cc(C(=O)c2ccc(Cl)cc2)c(=O)c2ccc(C)nc21	1.0%	-3.5%	.	0.2%	-8.0%	.	.	10.1%	11.2%
16	COc1ccc(NC(=O)CSc2nnc(CNC(=O)c3ccco3)o2)c(OC)c1	3.1%	i	0.5%	7.6%	4.4%	-0.2%	i	5.4%	-8.7%
17	CNS(=O)(=O)c1ccc2nc(NC(=O)c3ccc(N4C(=O)CCC4=O)cc3)sc2c1	8.6%	-2.8%	-3.5%	15.1%	-11.8%	-3.1%	i	1.8%	5.4%
18	C=CCn1c(SCC)nc2sc3c(c2c1=O)CCc1ccccc1-3	?	i	0.3%	21.6%	0.6%	1.0%	.	-9.9%	1.6%
19	Cc1cc2oc(=O)cc(CN3CCOCC3)c2c(C)c1Cl	-2.1%	-9.6%	1.4%	-29.0%	10.5%	3.7%	i	?	-1.1%
20	COc1cccc(CC2(CO)CCCN(Cc3ccc(CN4CCCCC4)s3)C2)c1 (configuration not stated)	?	-19.7%	-3.4%	1.5%	-19.0%	-6.1%	i	-23.2%	-26.9%
21	O=C(COC(=O)C1CC(=O)N(Cc2ccco2)C1)c1ccc(OC(=O)c2ccccc2)cc1 (configuration not stated)	-0.1%	i	0.7%	0.6%	-5.2%	-3.0%	i	9.9%	-7.3%
22	CCOC(=O)C1CCCN(C(=O)Cn2ncc3c(C)n(Cc4ccc(Cl)cc4)c(C)c3c2=O)C1 (configuration not stated)	-7.6%	i	.	-8.5%	-3.1%	.	.	20.8%	14.1%
23	CN(C(=O)c1cccc(NC(=O)Cc2cccc(NC(=O)C3CCCN(C(=O)C4CCCCC4)C3)c2)c1)C1CC1 (configuration not stated)	0.4%	i	.	10.4%	8.8%	0.0%	i	19.4%	0.5%
24	COc1ccc(OCc2cc(C(=O)N3CCOCC3)no2)c(Cl)c1	-2.0%	-24.3%	0.2%	9.5%	8.0%	4.8%	i	24.0%	-5.3%
25	CN1CCN(C(=O)/C(=C\c2cccnc2)NC(=O)c2cccc(Br)c2)CC1	10.7%	i	-1.8%	1.1%	3.5%	0.7%	i	18.2%	-12.4%
26	CCOC(=O)CSc1nnc(CNC(=O)c2ccc(S(=O)(=O)N3CCCC3)cc2)n1C	16.1%	5.8%	3.0%	-9.2%	0.5%	0.2%	i	19.0%	-0.7%
27	COc1cccc(-c2nc(C(N)=O)c3c(n2)n(-c2ccc4c(c2)OCO4)c(=O)n3C)c1OC	-4.8%	i	.	8.0%	-4.0%	5.5%	.	14.4%	5.1%
28	O=C(c1ccccc1)c1ccc(OCCOCCN2CCN(Cc3ccccc3)CC2)cc1	?	-23.8%	-3.4%	12.2%	-23.8%	0.1%	i	-22.3%	-2.5%
29	COc1ccc2[nH]c3c(NCCCN4CCCC4=O)ncnc3c2c1	50.0%	i	-3.9%	27.5%	-9.6%	-0.6%	i	-17.2%	-22.7%
30	O=C(Nc1ccc(F)cc1)C1CCN(c2nc3ccccc3nc2C(F)(F)F)CC1	10.1%	-48.3%[inhibitor]	.	-9.1%	-14.8%	.	.	13.7%	1.9%

Reprinted from the part before: two compounds; new compounds follow.
nr	Structure	GLP-1R inv ag	PTHR1 ag	Mm-Cpn inhibitor	FUS suppressor	Abeta rescue	aSyn yeast inh	pAkt inh	TDP-43 yeast inh	GLP1R cytotox
29	COc1ccc2[nH]c3c(NCCCN4CCCC4=O)ncnc3c2c1	50.0%	i	-3.9%	27.5%	-9.6%	-0.6%	i	-17.2%	-22.7%
30	O=C(Nc1ccc(F)cc1)C1CCN(c2nc3ccccc3nc2C(F)(F)F)CC1	10.1%	-48.3%[inhibitor]	.	-9.1%	-14.8%	.	.	13.7%	1.9%
31	CC1CCN(S(=O)(=O)c2ccc(NC(=O)C3CCN(C(=O)c4ccco4)CC3)cc2)CC1	2.82µM*	-16.4%	0.9%	18.6%	-16.5%	-7.5%	i	-7.3%	14.2%
32	Cc1ccccc1Cn1c(C)c(C(=O)NCc2cccc(Cl)c2)sc1=O	?	-60.0%[inhibitor]	.	?	19.3%	17.4%	i	14.9%	-11.0%
33	CCCCn1c(N)c(N(CCOC)C(=O)COC(=O)COc2cccc(C(C)=O)c2)c(=O)[nH]c1=O	5.1%	i	0.6%	14.7%	-14.0%	3.5%	i	2.0%	2.7%
34	O=C(c1cc(COc2c(F)cccc2F)on1)N1CCCCCC1	?	i	2.6%	15.2%	1.8%	10.7%	i	18.9%	11.2%
35	CC(=O)Nc1ccc(SCC(=O)Nc2ccccc2Oc2ccccc2)cc1	?	-21.9%	-2.2%	.	7.3%	2.4%	i	2.0%	2.9%
36	CC(C)(C)C(=O)Nc1ccc2nc(SCCOc3ccccc3Cl)sc2c1	?	i	.	11.2%	-13.6%	.	.	1.5%	-14.3%
37	CCOC(=O)c1scc(-c2ccc(C)cc2)c1S(=O)(=O)N1CCN(c2ccccc2)CC1	?	-37.1%[inhibitor]	.	34.9%	-22.3%	.	.	-7.1%	40.3%[activator]
38	CC(C)(C)NC(=O)CCC1COc2ccccc2O1 (configuration not stated)	-1.5%	-15.6%	-0.2%	2.8%	1.8%	2.5%	i	-23.9%	-6.6%
39	COc1cc(CNCCc2ccccc2)ccc1OCc1ccc(Cl)nc1	?	i	-6.0%	22.0%	10.0%	10.4%	i	-18.1%	-20.8%
40	CC(=NCCN1CCNCC1)C1=C(O)CC(C)(C)CC1=O	0.0%	-4.3%	1.8%	13.6%	-35.3%	2.1%	i	-21.8%	4.6%
41	Cc1cc(C)c(C#N)c(SCC(=O)NN2CC(=O)N(c3ccccc3F)CC2=O)n1	-3.7%	i	0.6%	1.5%	8.1%	4.4%	i	9.3%	5.9%[1.53 µM]
42	FC(F)(F)Oc1ccc2c(c1)NC(c1ccncc1)=NC(c1cccs1)=N2	-5.4%	-26.1%	.	-9.6%	8.6%	.	.	-22.1%	3.2%
43	Cc1nn(C(C)C)c(C)c1[C@@H]1C[C@H]2CN(Cc3cccc(Cl)c3)C(=O)[C@]23CCCN13	-29.0%	-8.7%	0.4%	12.9%	-3.8%	2.4%	i	-4.8%	1.3%
44	Cc1cc(S(=O)(=O)C(CNC(=O)COc2ccc(Cl)cc2)c2cccs2)ccc1F (configuration not stated)	-3.4%	-13.1%	.	12.3%	-12.0%	.	.	-3.3%	-7.6%
45	CCCCn1ccnc1C(=O)c1cc(S(=O)(=O)N2CCOCC2)ccc1C	0.0%	i	0.4%	27.2%	4.9%	-2.3%	i	-3.7%	5.4%

Assay outcomes deposited in PubChem BioAssay by National Center for Advancing Translational Sciences (NCATS).

A portion of the library; rates above refer to the full screens.
